EBV gp42 inh – EBV gp42 inhibition; Fluorescence polarization binding assay, mP read-out; inhibition, % (tested at 21.74 µM); 0.42% of 220,000 active; Q1HVG2; in the data active means inhibition above about 50%
Furin inh – human furin inhibition; P09958; purified furin, fluorogenic substrate cleavage; inhibition, % at 30 µM; 0.061% of 220,000 active; AID 463115; in the data active means inhibition above about 25%; further: inactives centre near -15
Cl transport mod – KCC2 (human) Cl- transport modulation; Q9H2X9; KCC2 cells, thallium flux FluoZin-2 fluorescence; B-score of Tl+ flux slope (higher = more flux/activation; lower = inhibition) at 10 µM; 2.2% of 190,000 active;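 active means thallium flux slope and its plate-corrected score both differing from the plate sample mean at a set confidence after two filtering rounds, in either direction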;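 further: slope of fluorescence scaled to starting intensity during 10 to 20 s after thallium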
Target sequence (Q9H2X9 whole entry, looked up): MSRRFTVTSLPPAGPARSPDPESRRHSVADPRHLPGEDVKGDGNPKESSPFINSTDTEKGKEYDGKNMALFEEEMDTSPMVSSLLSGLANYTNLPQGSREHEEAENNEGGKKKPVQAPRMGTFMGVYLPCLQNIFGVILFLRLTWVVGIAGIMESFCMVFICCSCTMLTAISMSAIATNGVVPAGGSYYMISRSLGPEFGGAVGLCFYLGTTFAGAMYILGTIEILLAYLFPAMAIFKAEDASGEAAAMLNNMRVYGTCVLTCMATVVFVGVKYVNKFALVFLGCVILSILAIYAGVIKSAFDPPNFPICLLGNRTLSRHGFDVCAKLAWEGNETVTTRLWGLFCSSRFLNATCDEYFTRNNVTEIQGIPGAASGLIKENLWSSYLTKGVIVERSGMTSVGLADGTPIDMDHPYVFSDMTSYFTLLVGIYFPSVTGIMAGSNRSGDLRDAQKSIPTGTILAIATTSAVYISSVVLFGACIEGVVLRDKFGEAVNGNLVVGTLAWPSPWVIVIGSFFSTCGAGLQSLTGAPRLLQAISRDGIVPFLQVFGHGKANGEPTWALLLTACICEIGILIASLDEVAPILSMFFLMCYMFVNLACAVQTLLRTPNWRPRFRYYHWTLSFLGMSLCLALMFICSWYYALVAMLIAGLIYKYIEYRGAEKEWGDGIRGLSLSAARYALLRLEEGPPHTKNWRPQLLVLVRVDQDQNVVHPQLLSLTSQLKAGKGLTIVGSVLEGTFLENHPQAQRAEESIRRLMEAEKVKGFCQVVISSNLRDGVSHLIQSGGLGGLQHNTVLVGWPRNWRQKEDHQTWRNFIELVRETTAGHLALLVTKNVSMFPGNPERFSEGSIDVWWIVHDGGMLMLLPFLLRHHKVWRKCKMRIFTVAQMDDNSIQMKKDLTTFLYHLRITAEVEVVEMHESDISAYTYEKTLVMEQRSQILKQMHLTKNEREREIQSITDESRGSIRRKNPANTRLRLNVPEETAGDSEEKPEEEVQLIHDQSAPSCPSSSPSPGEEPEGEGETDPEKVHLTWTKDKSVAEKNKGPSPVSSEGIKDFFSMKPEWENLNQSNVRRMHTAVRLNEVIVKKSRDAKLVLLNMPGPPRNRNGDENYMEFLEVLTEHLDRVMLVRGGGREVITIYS
Rad51 HR inh – blocks human Rad51 in homologous recombination; Q06609; hRad51 DNA strand exchange, fluorescence dequenching; inhibition, % at 10 µM; 0.085% of 200,000 active; AID 1385;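 active means inhibition above 40% at the single screening dose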;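 further: 0% = DMSO control wells and 100% = blanks with heterologous ssDNA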
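Test system: preformed human Rad51 ssDNA filaments; also added: Donor/quencher-labelled 47-bp dsDNA substrate; doses: 10 µM final, single point; times: 37 °C 15-min filament assembly, 30-min compound preincubation, 15-min exchange; detection: FRET fluorescence dequenching, excitation 485 nm, emission 520 nm; read-out basis: Fluorescence-based percent inhibition, control- and blank-normalised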
p47phox inh – inhibitors of human p47phox binding; p47phox/p22phox peptide binding, fluorescence polarization, 2 h; inhibition, % at 24.7 µM; 0.53% of 220,000 active; AID 1274;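 further: 0% = p47phox with labelled peptide and 100% = labelled peptide alone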
KLK5 inh – inhibitors of human kallikrein 5. inhibition, % at 5 µM. 0.59% of 210,000 active. recombinant hK5, fluorogenic AMC substrate cleavage. AID 873. Q9Y337;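 active means inhibition of 40% or more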;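 further: 0% = enzyme controls without compound and 100% = no-enzyme blanks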
Thrombin inh – thrombin (human) inhibition | 0.26% of 220,000 active | alpha-thrombin, Boc-VPR-AMC fluorogenic substrate cleavage | inhibition, % at 5 µM;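 active means inhibition at or above 40%; inactive means inhibition below 40%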;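 further: 0% = enzyme with no compound and 100% = wells without enzyme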
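System – human alpha-thrombin protein · Reagent – Boc-VPR-AMC substrate, 15 µM final · Compound – 5 µM single dose in 0.2% DMSO · Schedule – reaction at room temperature · Technique – AMC fluorescence at 355 nm excitation and 460 nm emission · Read-out basis – % inhibition relative to enzyme controls and enzyme-free blanks · Control set – no-compound enzyme wells and no-enzyme blanks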
eIF4E 4G PPI – inhibitors of eIF4E and eIF4G interaction in translation initiation. P63073+Q04637. AID 782. TR-FRET eIF4E-eIF4GI(517-606) binding, 2 h. 0.37% of 220,000 active. inhibition, % at 21.7 µM;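 further: 0% = full FRET control wells and 100% = background wells lacking eIF4GI fragment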
14-3-3 Bad inh – disrupts binding of bovine 14-3-3 zeta to phospho-Bad peptide. P63103. TR-FRET 14-3-3zeta/Dy647-pBad peptide displacement, 1 h. inhibition, % at 21.7 µM. 0.71% of 220,000 active. AID 781;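 active means inhibition above about 70%, limit read from the data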;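 further: 0% = full 14-3-3 plus peptide FRET controls and 100% = background without 14-3-3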
* marks the source's active call; other numbers are inactive results; i = inactive; nt = not tested or not shown; & = joins results of further samples; [ ] = dose if it differs, or a comment.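 How the source made its calls, unless noted: active means inhibition above about 30% (limit read from the data); inactive means the rest.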

SMILES	EBV gp42 inh	Furin inh	Cl transport mod	Rad51 HR inh	p47phox inh	KLK5 inh	Thrombin inh	eIF4E 4G PPI	14-3-3 Bad inh
COC(=O)c1ccc2nc(Nc3nc4ccc(F)cc4s3)sc2c1	2	-30	0.63	-9	-89	-75	-9	6[fluorescence artefact?]	77*
Cc1ccc(N2CCN(C3=NC(=O)/C(=C\c4cn[nH]c4-c4ccccc4)S3)CC2)cc1	7	-6	1.5	1	1	7	-4	-4	-1
CC(C)(C)c1cc(Br)ccc1OCC(=O)Nc1ncn[nH]1	-20	-26	0.53	6	-15	-24	-2	-2	12
CC(=O)N1CCC(N(C(=O)Nc2ccc(F)cc2)C2CCCC2)CC1	-5	-15	0.0056	5	-7	-6	-7	2	5
CCOc1ccc(NC(=O)Nc2ccc3c(c2)nc(C)n3C)cc1	-6	-25	1.9	3	-11	-3	-8	-4	-9
COc1ccc(Nc2ncc3c(n2)CC(c2ccc(OC)cc2)CC3=O)cc1 (stereo not drawn)	-6	-18[20 µM]	-0.22	3	-10	-15	0	-4	2
CCn1c(CNC(=O)Cc2ccc(OC)cc2)nnc1SCC(=O)c1ccc(Br)cc1	4	-14[20 µM]	-0.23	-4	0	8	24	-2	0
O=C(Nc1nc(N2C(=O)c3ccccc3C2=O)n(-c2ccccc2)n1)c1ccc(F)cc1	-21	-12[20 µM]	-0.63	2	-9	-8	-14	5	5
COc1cc(NC(=O)c2ccc(CNc3c(N4CCCC4)c(=O)c3=O)cc2)cc(OC)c1OC	7	2	0.13	nt	0	15	3	-10	2
Cc1ccc(C(=O)NC(C)CCc2ccccc2)cc1[N+](=O)[O-] (stereo not drawn)	-16	-12[20 µM]	-1	-4	-6	1	-2	0	12
CC1CCN(CC(=O)Nc2cccc(C(=O)Nc3cccc(C(F)(F)F)c3)c2)CC1	5	-5	1.2	-2	-17	-20	0	5	0
COc1cc(/C=C/c2cc(C(=O)O)c3ccccc3n2)ccc1OC(F)F	-7	-27	-1.1	-1	-3	-9	-3	1	6
CC(=O)c1ccc(Nc2cc(C)nc3ccc(C)cc23)cc1	-12	-2	-1	1	-4	-4	-12	3	0
C#CCn1cc[n+](CC(=O)N(C)C)c1	-8	-14	nt	7	-1	-16	5	5	-3
COc1ccc(CCNC(=S)N2CCC(Cc3ccccc3)CC2)cc1OC	-3	-12	-3.9	20	-6	-2	7	1	-17
CCS(=O)(=O)c1ccc2oc(SCC(=O)Nc3ccc(OC)cc3)nc2c1	-11	-15	0.39	11	3	-2	34	4	-20
CCN(CC)CCCOC(=O)C(c1ccccc1)c1ccccc1	-10	-11	-0.0071	2&-3	-5	-1	-13	-2	-2
CCN(CC)S(=O)(=O)c1ccc(NC2c3ccccc3C(=O)N2Cc2ccco2)cc1 (stereo not drawn)	-1	-19	-3	-2	-14	-20	-4	0	2
O=C(CC1CCCCC1)Nc1ccccc1-c1ccccc1	-2	-12	1.1	nt	-12	-7	1	4	6[fluorescence artefact?]
CC(C)OP(=O)(Nc1cccc2ccccc12)OC(C)C	2	1	-0.49	nt	-5	-8	-2	-1[fluorescence artefact?]	1
COc1ccc(-c2nc(-c3cccs3)c(-c3cccs3)[nH]2)cc1O	-13	-43	-0.4	7	-17	-8	-3	9[fluorescence artefact?]	13[fluorescence artefact?]
CN(C)CCCN(C(=O)/C=C/c1cccs1)c1nc2ccc(F)cc2s1	-3	-8	1	0	-12	-8	3	-2	-1
CC(C)NC(=O)Cn1c(SCC(=O)N2CCc3ccccc3C2)nc2ccccc21	14	-6	-0.37	-9	-1	-14	1	5[fluorescence artefact?]	-10
CCOC(=O)c1cc(-c2ccc(/C=N\n3cnnc3)o2)ccc1Cl	-12	-4[20 µM]	-0.2	9	-4	11	4	-7[fluorescence artefact?]	5[fluorescence artefact?]
Cc1ccc2c(c1)N(CC(=O)OCC(=O)NCc1ccccc1)C(=O)CO2	-11	-3	-0.25	-7	-4	5	-1	1	-1

A section from further up:
SMILES	EBV gp42 inh	Furin inh	Cl transport mod	Rad51 HR inh	p47phox inh	KLK5 inh	Thrombin inh	eIF4E 4G PPI	14-3-3 Bad inh
COC(=O)c1ccc2nc(Nc3nc4ccc(F)cc4s3)sc2c1	2	-30	0.63	-9	-89	-75	-9	6[fluorescence artefact?]	77*
Cc1ccc(N2CCN(C3=NC(=O)/C(=C\c4cn[nH]c4-c4ccccc4)S3)CC2)cc1	7	-6	1.5	1	1	7	-4	-4	-1
CC(C)(C)c1cc(Br)ccc1OCC(=O)Nc1ncn[nH]1	-20	-26	0.53	6	-15	-24	-2	-2	12
CC(=O)N1CCC(N(C(=O)Nc2ccc(F)cc2)C2CCCC2)CC1	-5	-15	0.0056	5	-7	-6	-7	2	5
CCOc1ccc(NC(=O)Nc2ccc3c(c2)nc(C)n3C)cc1	-6	-25	1.9	3	-11	-3	-8	-4	-9
COc1ccc(Nc2ncc3c(n2)CC(c2ccc(OC)cc2)CC3=O)cc1 (stereo not drawn)	-6	-18[20 µM]	-0.22	3	-10	-15	0	-4	2
CCn1c(CNC(=O)Cc2ccc(OC)cc2)nnc1SCC(=O)c1ccc(Br)cc1	4	-14[20 µM]	-0.23	-4	0	8	24	-2	0

Next part.
SMILES	EBV gp42 inh	Furin inh	Cl transport mod	Rad51 HR inh	p47phox inh	KLK5 inh	Thrombin inh	eIF4E 4G PPI	14-3-3 Bad inh
Cc1cc(NCc2ccc3c(c2)OCO3)n2nc(C)nc2n1	-16	-18	0.15	1	-6	8	5	3	-1
CCOc1cc(CN2CCN(CCOCCO)CC2)ccc1OC	1	6[20 µM]	-0.19	-5	3	-28	-11	-1	66[fluorescence artefact?]
Cc1nn2c(NCCN3CCOCC3)c3c(nc2c1-c1ccccc1)CCCC3	5	-22	-0.64	5	-12	5	-1	4	2
O=C(O)c1cccc(CN2C(=O)SC(Nc3ccccc3)C2=O)c1 (stereo not drawn)	-19	-14	0.11	-1	0	-6	6	10	-9
CCCOc1ccc(C(=O)Nn2c(C)nc3ccccc3c2=O)cc1	4	-26	-0.15	-9	-12	-26	-2	3	10
COc1ccc2[nH]c(C)c(CCN3C(=O)OC(C)(C)C3(C)O)c2c1 (stereo not drawn)	8	-9	0.57	3	-4	5	-3	1[fluorescence artefact?]	2[fluorescence artefact?]
COc1ccc(N2C(=O)C3CCCN3C2c2cccc(Br)c2)cc1 (stereo not drawn)	-9	-39	1	-14	0	2	-6	2	-11
O=C(CCSCc1cccc(Cl)c1)NCCc1ccccc1	-16	-16	-3.2	0	-8	-3	0	4	-10
CCOC(=O)CC(=O)Nc1ccc(C)cc1	2	-21[20 µM]	0.11	nt	-5	-5	-9	6[fluorescence artefact?]	-5[fluorescence artefact?]
c1c2c(cc3sc(N4CCOCC4)nc13)OCO2	-8	-28	-0.81	0	-7	-2	2	2[fluorescence artefact?]	-3
CCOc1ccc(C(=O)N2CCCCCC2)cc1	5	-26[20 µM]	-0.0087	1	-8	3	-7	1	0
Cc1ccc(S(=O)(=O)N/N=C/c2ccc3nccnc3c2)cc1	-10	-7	0.66	nt	-4	4	-1	-5	-2
COc1cc(OC)cc(-c2nnc(SCC(=O)N3CCCC3)o2)c1	-19	4	-0.15	18	-14	-19	-4	7	-8[fluorescence artefact?]
CN(C(=O)COC(=O)c1ccc(Cl)cc1N)C1CCS(=O)(=O)C1 (stereo not drawn)	-36	-46[20 µM]	-0.17	8	-19	-7	1	8	-3[fluorescence artefact?]
COc1ccc(/C=N/NC(=O)c2ccncc2)cc1CN1CCCc2ccccc21	10	-5	-0.007	23	-3	nt	-2	9	-15
S=C1NC2(CCS1)Oc1ccccc1C1CC(c3ccccc3)=NN12 (stereo not drawn)	-8	-22	1.9	nt	-58	3	-2	-3	-2
NC(=O)c1ccsc1NC(=O)COC(=O)C1CCCN1C(=O)c1cccs1 (stereo not drawn)	-12	-35	nt	-8	-2	-5	-2	-6[fluorescence artefact?]	1
COc1ccc(NC(=O)C(NC(=O)c2ccc(=O)[nH]c2)c2ccccc2)cc1 (stereo not drawn)	-15	-28	-0.21	nt	-8	-8	-3	-1	-2
CC(Oc1ccc(Cl)cc1Cl)C(=O)NC1CCSC1=O (stereo not drawn)	-10	-28[20 µM]	nt	1	-8	9	-4	-1	-1
CC1(C)C2CCC1(C)C(NC1=NCCC1)C2 (stereo not drawn)	1	-11	nt	-3	6	0	6	10	3
NC(=O)C1(N2CCCCC2)CCN(C(=S)Nc2ccccc2)CC1	-13	-6	-0.065	2	-5	-17	-2	4	-12[fluorescence artefact?]
c1ccc(Cn2c(CNc3nc4ccccc4n3CCN3CCOCC3)nc3ccccc32)cc1	2	-13	nt	5	-6	2	-5	4	5
COc1ccc(Cn2c(C)cc3c(c2=O)C(c2cccs2)C(C#N)=C(N)O3)cc1OC (stereo not drawn)	-8	-9[20 µM]	0.76	3	-17	-11	-9	-13	-11
Cc1ccc(C)n1N1C(=O)/C(=C\c2ccc(Cl)cc2)SC1=S	-9	-12[20 µM]	0.44	5	-11	2	-4	3	-7
CCc1sc(N2C(=O)C3C4CCC(C4=C(C)C)C3C2=O)nc1-c1ccccc1 (stereo not drawn)	-9	-8[20 µM]	-1	1	2	-17	-6	-2	0
Continued.
SMILES	EBV gp42 inh	Furin inh	Cl transport mod	Rad51 HR inh	p47phox inh	KLK5 inh	Thrombin inh	eIF4E 4G PPI	14-3-3 Bad inh
COc1ccc(-n2ncc3c(NCCCN4CCOCC4)ncnc32)cc1	-7	-35[20 µM]	0.016	-3	-15	6	1	5[fluorescence artefact?]	-7[fluorescence artefact?]
N#Cc1cc2c(nc1SCC(=O)O)CCCCC2	-10	-4	-0.045	17	-1	-5	-1	-1	3
CC(C)OCCCNC(=O)c1cc2c(s1)CS(=O)(=O)C2	-17	-15[20 µM]	nt	nt	0	0	0	4[fluorescence artefact?]	1[fluorescence artefact?]
Cc1sc(N)nc1-c1cccs1	-4	-23[20 µM]	0.94	2	-15	-9	-2	-5	-5
CCc1nnc(NC(=O)c2cc(S(=O)(=O)N3CCOCC3)ccc2N2CCCCC2)s1	-175	-7	-0.0086	0	-98	0	1	-3	-20
CCN(CC)c1ccc(NC(=O)COC(=O)COc2ccccc2[N+](=O)[O-])cc1	-3	-18	-6.8*	8	0	-13	-2	6	-12
COc1ccc(NC(=S)Nc2ccc(C)c(S(=O)(=O)N3CCCCC3)c2)cc1	7	-14	0.32	0	-12	-25	2	1	-19[fluorescence artefact?]
O=C(OCc1cc([N+](=O)[O-])cc2c1OCOC2)c1ccccn1	-13	-23	0.073	6	2	-5	6	3	-3
COc1nc(Nc2ccc(C(C)C)cc2)nc(OC)n1	-7	-20[20 µM]	0.084	-7	3	1	3	4	2
CCn1c(COc2cccc(OC)c2)nnc1SCC(=O)Nc1ccccc1C(=O)OC	-1	-14	nt	4	2	-22	-4	4	2
Cc1ccc(C(=O)c2c(NC(=O)c3cccnc3)sc3c2CCCC3)cc1	11	-15[20 µM]	-0.49	-6	-9	-20	-15	-18	11
Cc1ccc2nc(C)/c(=N\O)c(C)nc2c1	-21	-20[20 µM]	0.28	nt	-11	51*	3	-7	-11[fluorescence artefact?]
CCCn1c(=N)c(C(=O)NCC2CCCO2)cc2c(=O)n3cccc(C)c3nc21 (stereo not drawn)	-5	-212	nt	-3	0	i	-35	-6	0
C/C=C1\C(OC2OC(CO)C(O)C(O)C2O)OC=C(C(=O)OC)C1CC(=O)OCC1C(C)C(OC(=O)CC2C(C(=O)OC)=COC(OC3OC(CO)C(O)C(O)C3O)/C2=C\C)CC1C(CO)CO (stereo not drawn)	-9	-24	0.58	2	-10	-3	-1	-3	3
Cc1cccc(-n2ncc3c(NCc4ccccn4)ncnc32)c1	0	-3[20 µM]	1.5	nt	-1	35	22	-1	-6
CCC(CC)C(=O)c1c[nH]c(C(=O)N2CCN(c3ccccc3F)CC2)c1	-5	-13	0.34	4	3	-1	-2	0	-4
